Screening data as filed in PubChem BioAssay.
ATXN2 expr inh = reduces ATXN2 reporter expression in HEK-293 cells; HEK-293 ATXN2-luciferase reporter, luminescence, 24 h; 0.72% of 360,000 active; Potency, µM (titrated, usually from 57 µM), inactives show at the top dose activity change, negative = inhibition, hits mostly inhibitors; note: % is set by controls: 0 for no effect and ±100 for the full control effect; nearly all actives have a fitted effect of over 55% in size
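qHTS (up to 57 uM final) was run with 24 h compound exposure of reporter cells at 37 °C. Each well was multiplexed: SteadyGlo luminescence measured ATXN2-luciferase expression after a fluorogenic Gly-Phe-AFC viability readout (25 uM final).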
TGFb inhibitor = inhibitors of TGF-b signaling. AID 588855. HepG2 CAGA-GFP TGF-b/SMAD3 reporter, GFP fluorescence, 18 h; TGF-beta stimulated, 500 pg/mL final. 1.2% of 410,000 active. Potency, µM (doses to about 46.1 µM), for inactives: at the top dose activity, negative = inhibition, hits mostly inhibitors; note: % is set by controls: 0 for no effect and ±100 for the full control effect; nearly all actives have a fitted effect of over 65% in size
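Inhibition was scored as loss of TGF-beta-induced (500 pg/mL final, 18 hours, 37 degrees C) GFP in HEPG2 cells carrying a CAGA-GFP reporter, in DMEM with 1% FBS. Well GFP was summed per cell; Activity was normalised to unstimulated and stimulated DMSO wells, then concentration-response fitting.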
HepG2 viability = kills HepG2 cells in TGF-b inhibitor counter-screen | Potency, µM (series often up to 46.1 µM), without a hit: at the highest dose activity change, negative = cytotoxicity, usual class: cytotoxic | 0.76% of 410,000 active | HepG2 CAGA-GFP viability, ATP luminescence, 18 h | AID 588856; note: some results filed as inactive show a strong effect at the top dose
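HepG2 CAGA-GFP cells (1000/well, DMEM with 1% FBS) received compound, then TGF-beta at 500 pg/mL final, and were incubated 18 hours at 37 degrees C. Viability was read by CellTiter-Glo luminescence. Media-only wells were set as complete cell-killing and DMSO as no toxicity.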
A549 viability = counter-screen for Nrf2 inhibitors: cytotoxicity in A549 cells; AID 504648; A549 ARE-Fluc cells, CellTiter-Fluor viability, 18-24 h; 0.16% of 390,000 active; Potency, µM (highest dose often 46 µM), without a hit: at the top dose activity change, negative = cytotoxicity, usual class: inhibitors; note: % is set by controls: 0 for no effect and ±100 for the full control effect
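A549 ARE_Fluc cells in 5% FBS OPTI-MEM were exposed to compounds in concentration-response for 18-24 h at 37 deg C. Viability was read by CellTiter-Fluor fluorescence (Ex 405/Em 525) after 30 min, before the luciferase read.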
MCF10A rereplic = DNA re-replication induction in MCF 10a cells; MCF 10A DNA re-replication, Hoechst nuclear intensity, 48 h; Potency, µM (titrated, usually from 46.1 µM), for the others: at the top dose activity, positive = re-replication, actives largely listed as activators; 2.9% of 350,000 active; AID 624296; note: % of control where 0% means no effect; nearly all actives have a fitted effect of over 50% in size
Nrf2 ARE act = Nrf2 pathway activation. AREc32 ARE-luciferase reporter (MCF7-derived line), luminescence, 24 h. Potency, µM (series often up to 46.1 µM), without a hit: at the highest dose activation, actives largely listed as activators. AID 624171. 0.31% of 410,000 active; note: % of control where 0% means no effect; nearly all actives have a fitted effect of over 65% in size
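Quantitative high-throughput format: AREc32 reporter cells, 1000 per well, received compound by pin transfer and were incubated 24 hr at 37 deg C, 5% CO2, before Steady-Glo luminescence detection.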
EPAC2 antagonist = antagonists of human EPAC2; Q8WZA2; AID 720708; 0.18% of 360,000 active; EPAC2 GEF exchange of Rap1B-BODIPY-GDP, fluorescence; Potency, µM (highest dose often 114 µM), inactives show at the highest dose activity, negative = inhibition, hits mostly inhibitors; note: % is set by controls: 0 for no effect and ±100 for the full control effect; nearly all actives have a fitted effect of over 45% in size; many of its hits are not listed in these tables
Target sequence (Q8WZA2 whole entry, looked up): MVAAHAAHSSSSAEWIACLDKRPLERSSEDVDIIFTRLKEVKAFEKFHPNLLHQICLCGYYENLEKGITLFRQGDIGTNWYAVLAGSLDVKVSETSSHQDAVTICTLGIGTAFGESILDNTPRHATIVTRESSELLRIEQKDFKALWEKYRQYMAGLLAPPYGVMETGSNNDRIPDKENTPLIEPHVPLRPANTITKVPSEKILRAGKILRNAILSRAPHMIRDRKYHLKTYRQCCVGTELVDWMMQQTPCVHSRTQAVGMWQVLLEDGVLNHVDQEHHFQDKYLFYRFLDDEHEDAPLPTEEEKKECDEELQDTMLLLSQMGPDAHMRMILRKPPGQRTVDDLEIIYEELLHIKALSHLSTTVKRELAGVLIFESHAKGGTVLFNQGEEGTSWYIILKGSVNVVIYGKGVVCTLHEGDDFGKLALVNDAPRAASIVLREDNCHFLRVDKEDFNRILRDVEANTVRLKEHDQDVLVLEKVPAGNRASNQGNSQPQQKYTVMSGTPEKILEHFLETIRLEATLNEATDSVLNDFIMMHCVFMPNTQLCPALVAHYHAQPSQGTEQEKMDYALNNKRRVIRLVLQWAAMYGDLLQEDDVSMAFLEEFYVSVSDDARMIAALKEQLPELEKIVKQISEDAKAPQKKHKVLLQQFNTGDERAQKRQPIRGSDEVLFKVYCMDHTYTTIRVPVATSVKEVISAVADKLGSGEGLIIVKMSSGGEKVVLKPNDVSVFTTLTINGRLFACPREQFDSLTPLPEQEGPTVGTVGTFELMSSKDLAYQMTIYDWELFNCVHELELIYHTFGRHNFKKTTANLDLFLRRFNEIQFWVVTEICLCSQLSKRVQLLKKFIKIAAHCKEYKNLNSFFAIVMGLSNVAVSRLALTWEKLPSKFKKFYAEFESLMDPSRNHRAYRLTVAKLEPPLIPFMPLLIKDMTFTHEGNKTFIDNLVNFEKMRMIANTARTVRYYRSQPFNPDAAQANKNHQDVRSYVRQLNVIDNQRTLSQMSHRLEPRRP
Nrf2 block = inhibitors of Nrf2 signaling; A549 ARE-Fluc reporter, luciferase luminescence, 18-24 h; Potency, µM (series often up to 46 µM), for inactives: top-dose activity change, negative = inhibition, hits mostly inhibitors; 2.1% of 360,000 active; note: % is set by controls: 0 for no effect and ±100 for the full control effect; nearly all actives have a fitted effect of over 60% in size
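Nrf2 activity is the BugLite luminescence, read 15 min after reagent at room temperature, following CellTiter-Fluor cytotoxicity readout (30 min, 37C). Compound titrations were applied for 18-24 h to 5000 A549 ARE_Fluc cells/well in 5% FBS OPTI-MEM.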
S2 tox = reduces viability in counter-screen for ATXN expression inhibitors. Potency, µM (doses to about 56.7 µM), most hits filed as cytotoxic. S2 cells (HEK-293 line with an ATXN2-luciferase reporter) viability, CellTiter-Fluor protease fluorescence, 24 h. 0.49% of 400,000 active. AID 651635; note: nearly all actives have a fitted effect of over 40% in size
* hit, by the source's call; i = inactive; ? = inconclusive; · = no result given; & = joins results of further samples; [ ] = remark or other dose. Calls come from the whole dose curve; as a rule, active = well fitted curve in the direction sought with a large enough effect; inconclusive = small, poorly fitted or top-dose-only effect, or another doubt; inactive = no such curve, though single readings can be large; an effect the other way counts as inactive or inconclusive. Potency is the fitted concentration of half-maximal effect.

SMILES | ATXN2 expr inh | TGFb inhibitor | HepG2 viability | A549 viability | MCF10A rereplic | Nrf2 ARE act | EPAC2 antagonist | Nrf2 block | S2 tox
CCn1c(=S)sc2c(=O)[nH]c(C)nc21 | 2.1% | -9.7% | 0.8% | -10.2% | 1.6% | -0.6% | 10.6% | -28.7% | ?
Fc1cccc(Cl)c1CSc1nnnn1-c1ccc2c(c1)OCO2 | -9.6% | -12.6% | -24.1% | -7.2% | 7.8% | 0.1% | 9.2% | -11.9% | i
COc1ccc(-n2cccc2C=O)cc1 | 1.2% | 8.3% | -2.0% | 4.2% | -5.3% | -0.3% | 2.8% | ? | i
Cc1cc(C)c(S(=O)(=O)N2CCCOC2CNC(=O)C(=O)NCc2ccccn2)c(C)c1 (stereo not drawn) | 13.9% | ? | 1.8% | 0.6% | -3.9% | 0.3% | 1.1% | -12.0% | i
O=C(NCc1n[nH]c(=S)n1-c1ccc(Cl)c(Cl)c1)c1ccco1 | 2.5% | 0.0% | -6.5% | 4.2% | 0.9% | 0.4% | 6.9% | 4.5% | i
O=C(CCN1C(=O)c2ccccc2C1=O)Nc1ccccn1 | 2.3% | ? | -3.0% | -2.5% | -3.3% | 0.0% | 3.2% | -10.4% | i
Cc1nn2c(=O)cc(COC(=O)c3ccc(NC(=O)CCc4ccccc4)cc3)nc2s1 | · | -5.9% | 5.5% | 2.5% | · | -0.9% | · | · | ·
COc1ccc(N2CCN(C(=O)c3ccncc3)CC2)cc1 | 0.5% | 12.8% | 6.3% | 6.9% | -17.6% | 2.9% | 10.7% | · | i
CCc1ccc(-c2cc(C)no2)cc1S(=O)(=O)NCCc1ccc(OC)c(OC)c1 | -9.4% | 3.6% | -16.9% | 6.0% | 2.2% | -0.5% | 0.4% | 10.6% | i
CSCCC(NC=C1C(=O)OC(C)(C)OC1=O)C(=O)O (stereo not drawn) | -6.2% | 2.9% | -2.9% | -3.5% | 8.7% | 0.1% | 8.0% | -12.8% | i
CCSc1ncc(Cl)c(C(=O)Nc2sc(C(C)=O)c(C)c2C(=O)OC)n1 | 0.5% | -33.7% | 1.8% | 0.2% | · | -1.5% | · | 2.7% | i
CCCCn1c(SCC(=O)NCc2ccco2)nnc1-c1ccco1 | 4.6% | -0.1% | -7.5% | -0.1% | -12.9% | 0.0% | -4.8% | · | i
CCc1ccccc1NC(=O)CNC(=O)CNC(=O)c1cccs1 | · | 2.4% | 4.6% | 6.1% | 0.5% | 0.3% | -4.7% | -12.7% | i
Cc1ccc(NC(=O)CN(c2ccccc2F)S(C)(=O)=O)cc1 | 0.5% | 8.0% | 12.2% | -0.7% | 1.5% | 0.0% | 0.9% | 0.5% | i
COc1ccc(CN2C(=NC(=O)CCC3CCCC3)SC3CS(=O)(=O)CC32)cc1 (stereo not drawn) | · | -4.6% | 1.6% | 3.9% | 1.7% | -0.8% | -11.7% | -0.1% | i
CCN1CCN(c2nc3c(C)cccn3c(=O)c2C=C(C#N)C#N)CC1 | 15.5% | -5.4% | -3.1% | -18.4% | -14.7% | 15.3% | -1.3% | -14.3% | i
C=CCn1c(SCC(=O)Nc2ccccc2OC)nc2c([nH]c3ccccc32)c1=O | -6.5% | 6.5% | -6.4% | -1.0% | ? | -0.2% | 3.8% | -9.9% | i
Cc1occc1C(=O)N(C)Cc1nc(-c2ccc(Cl)cc2)no1 | -20.4% | 13.7% | -20.8% | ? | 26.0% | 4.4% | -20.0% | 20.6µM* | i
OCC[C@H]1C[C@H](O)[C@@H](O)[C@@]2(CCCO2)O1 | -1.3% | -33.6% | -0.5% | 0.5% | -4.5% | 0.6% | 9.2% | 1.0% | i
O=C(COC(=O)Cc1ccccc1[N+](=O)[O-])NCC1CCCCC1 | · | -3.6% | 0.9% | 3.2% | -7.2% | -0.3% | 2.5% | -9.1% | i
O=C(COC(=O)c1ccc(Br)o1)NCCc1ccccc1 | 7.9% | -3.0% | 14.9% | -2.0% | 0.7% | -0.3% | -4.0% | -3.3% | i
O=C(CCNC(=O)c1ccc(Br)cc1)NNC(=O)C1COc2ccccc2O1 (stereo not drawn) | 8.8% | 10.7% | -10.5% | -1.0% | 2.2% | 1.5% | -2.5% | 9.1% | i
Nc1cc(Cl)ccc1C(=O)OCC(=O)NC1CCCCC1 | 6.2% | -10.4% | 10.8% | 5.2% | -9.0% | -0.4% | 14.0% | ? | i
N#Cc1ccc(C(=O)Nc2ccc(N3CCN(C(=O)c4ccco4)CC3)cc2)c(F)c1 | -19.4% | 15.9% | -11.9% | -12.8% | 0.2% | -1.4% | 3.7% | ? | ?
C=CCSc1nnc2nc3[nH]c4c(C)cccc4c3nn12 | 28.8% | -2.5% | 7.9% | 0.7% | 2.0% | 6.3% | 13.6% | · | i
Cc1sc2ncn(CC(=O)NCCCN3CCC(C)CC3)c(=O)c2c1S(=O)(=O)N1CCC(C)CC1 | -4.6% | 24.7% | -7.2% | 0.4% | -2.8% | -2.2% | -2.9% | 7.9% | i
CC(=O)c1ccc2c(c1)N(Cc1ccccc1)C(=O)C(C)S2 (stereo not drawn) | 9.2% | 2.7% | -24.0% | · | · | -0.7% | -25.2% | · | i
O=C1NC(=Nc2ccc(Cl)cc2)/C(=C/c2ccco2)S1 | -16.9%[11.3 µM] | -3.9% | 3.1% | -15.1% | -12.4% | ? | 3.5% | -1.7% | i
CCOc1ccc(NC(=O)c2nc3nc(C)cc(C(F)F)n3n2)cc1 | -4.4% | 1.9% | 9.8% | -1.9% | · | 0.6% | · | -4.4% | i
CCOC(=O)C1CCN(C(=O)CN2C(=O)C(CC)Oc3ccccc32)CC1 (stereo not drawn) | 14.4% | -6.1% | 11.6% | -1.7% | 0.4% | 0.2% | 15.1% | 2.8% | i
O=C(Nc1cccc(C(=O)OCc2cc(=O)n3nc(C4CC4)sc3n2)c1)c1ccc(F)cc1 | · | 9.1% | 1.7% | 0.7% | · | -0.3% | · | · | ·
COc1ccc(CNC2CC(=O)N(C)C2=O)cc1 (stereo not drawn) | -2.9% | 1.9% | 1.3% | -4.6%[1.84 µM] | -6.1% | 0.1% | -3.2% | 0.6% | i
O=C(Nc1nc2c(F)cc(F)cc2s1)C1CC(=O)N(Cc2ccco2)C1 (stereo not drawn) | 2.1% | -1.3% | 0.8% | -1.3% | 2.5% | ? | 4.4% | 19.3% | i
O=C(CSC1=Nc2ccccc2C2=NC(CC(=O)NC3CCCCC3)C(=O)N12)Nc1ccc(F)cc1 (stereo not drawn) | · | -11.7% | 4.3% | -21.1% | · | -0.4% | · | · | ·
COc1ccc(-c2coc3c(C(=O)Nc4cccc(NS(C)(=O)=O)c4)cccc23)c(C)c1 | ? | ? | -14.6% | · | · | -0.6% | 2.9% | · | ?
O=C(Nc1ccc(F)c(Cl)c1)[C@@H]1O[C@H](CO)[C@H](O)[C@H](O)[C@H]1O | 2.4% | -3.6% | -7.4% | · | · | 0.2% | -3.7% | · | i
CCCCN1C(=O)C(CC(=O)NCCCN(C)C)CC(C(=O)N(C(C)C)C(C)C)=C1C (stereo not drawn) | 10.5% | · | · | · | · | 0.2% | 4.5% | · | i
COc1ccc(C)cc1NC(=O)C(OC(=O)c1cc(C)oc1C)c1ccccc1 (stereo not drawn) | 2.0% | 0.0% | -2.6% | 1.8% | 0.3% | 0.4% | -3.8% | -9.0% | i
Cn1c(CN2CCOCC2)nnc1SCC(=O)Nc1nccs1 | 11.7% | 6.9% | 4.7% | -2.7% | 6.7% | -0.3% | 0.3% | 14.9% | i
CC(C)(C)C(=O)NC1(C(F)(F)F)N=C2SCCN2C1=O (stereo not drawn) | 5.4% | 0.2% | 0.3% | -1.3% | -1.3% | -0.5% | 8.5% | 18.8% | i
CC1CCCCC12NC(=O)N(CC(=O)NC(=O)Nc1ccc3c(c1)OCCO3)C2=O (stereo not drawn) | 79.9%[activator] | 13.3% | 20.4% | -6.0% | 2.1% | 2.3% | -5.4% | · | i
C=CCNC(=S)N1CCN(c2cc3c(cc2F)c(=O)c(C(=O)O)cn3CC)CC1 | 56.1%[activator] | -2.9% | 1.4% | -1.6% | -9.9% | -0.6% | 4.5% | 1.2% | i
O=C(NCc1cccs1)c1ccc(Cl)c(S(=O)(=O)N2CCCC2)c1 | 1.6% | -4.3% | -7.7% | -0.9% | · | 3.5% | -2.5% | ? | i
O=C1CN(C(=O)CNCc2cccc(Cl)c2)c2ccccc2N1 | 0.1% | ? | 1.2% | 0.6% | -0.1% | -0.1% | -0.4% | -13.6% | i
CC(=O)Nc1ccccc1-c1nnn(CC(=O)Nc2ccc3c(c2)OCCO3)n1 | 4.6% | 2.8% | 3.4% | 0.4% | 14.1% | 2.5% | -0.4% | -15.1% | i
O=C1CC[C@H](O)CCN1[C@H](CSc1ccc(Br)cc1)Cc1ccccc1 | -16.9% | -15.6%&-22.3% | -5.6%&-24.6% | 5.8% | ? | 0.4% | -19.4% | -8.7% | i
CC(C)Oc1ccc(Cn2c(=O)oc3ccccc32)cc1 | 4.3% | -6.5% | 3.3% | -0.6% | ? | -0.5% | -2.2% | -6.4% | i
COc1ccc(COC(=O)C2=C(C)NC(=O)NC2c2ccc(OC)cc2)cc1 (stereo not drawn) | -1.4% | ? | -36.1% | 7.1% | ? | 2.5% | 11.4% | ? | i

Taken from above.
HepG2 viability, O=C1NC(=Nc2ccc(Cl)cc2)/C(=C/c2ccco2)S1 is entered as 3.1%
TGFb inhibitor, CC1CCCCC12NC(=O)N(CC(=O)NC(=O)Nc1ccc3c(c1)OCCO3)C2=O (stereo not drawn) is entered as 13.3%

Entries of single compounds, looked up by structure. Values in the order: ATXN2 expr inh	TGFb inhibitor	HepG2 viability	A549 viability	MCF10A rereplic	Nrf2 ARE act	EPAC2 antagonist	Nrf2 block	S2 tox
COc1ccc(COC(=O)C2=C(C)NC(=O)NC2c2ccc(OC)cc2)cc1 (stereo not drawn) is listed as -1.4%	?	-36.1%	7.1%	?	2.5%	11.4%	?	i
CC1CCCCC12NC(=O)N(CC(=O)NC(=O)Nc1ccc3c(c1)OCCO3)C2=O (stereo not drawn) is listed as 79.9%[activator]	13.3%	20.4%	-6.0%	2.1%	2.3%	-5.4%	·	i

These rows are one share of the data; count on the stated rates, not on these rows.
